# Source: PubChem BioAssay
# HCV NS3 hel inh = blocks Hepatitis C virus NS3 helicase unwinding; 0.56% of 290,000 active; NS3 helicase DNA unwinding, Cy5 molecular beacon fluorescence; inhibition, % at 10.9 µM;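 active = inhibition above the mean of all tested compounds plus 3 SD, set per campaign, cut at about 35% in these data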;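 also: 0% = DMSO wells and 100% = thioflavine S control wells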
#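 assay system = NS3 helicase fragment of HCV | buffer or medium = MOPS pH 6.5, MgCl2, DTT, Tween20, BSA | timing = 60 min unwinding reaction at 25 °C after ATP addition | signal = Cy5 beacon fluorescence read at start and 1 h | read-out basis = % inhibition of unwinding | control set = low DMSO, high thioflavine S at 110 µM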
# PfM18AAP inh = PfM18AAP enzyme inhibition; 1.2% of 290,000 active; inhibition, % at 7.35 µM; AID 1822; recombinant PfM18AAP, H-Glu-NHMec fluorogenic cleavage;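 active = inhibition above the campaign mean inhibition over all tested compounds plus 3 SD, cut at about 28% in these data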;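 also: 0% = plate median of test compound wells and 100% = 2 mM ZnCl2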
# IMP-1 inh = blocks Pseudomonas aeruginosa IMP-1 metallo-beta-lactamase | 0.45% of 290,000 active | purified IMP-1, nitrocefin hydrolysis, epi-absorbance fluorescence | inhibition, % at 5.6 µM;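 active = inhibition above the mean plus 3 SD of all compounds in the same screening run, cut at about 4.5% in these data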;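 also: 0% = IMP-1 with DMSO and 100% = DMSO wells lacking enzyme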
#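 Assay system: purified recombinant IMP-1 beta-lactamase. Input: IMP-1 0.2 nM before substrate addition. Buffer or medium: Zinc- and detergent-supplemented HEPES buffer, pH 7.1. Schedule: 25 °C, 15 min preincubation, 25 min reaction. Signal: Epi-absorbance fluorescence, 480 nm excitation, 530 nm emission. Evaluation: percent inhibition from optical density relative to buffer-blank wells.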
# FID counter = counter-screen for HCV NS3 helicase inhibitors: DNA intercalator displacement; AID 1845; DNA fluorescent intercalator displacement, fluorescence; 0.17% of 290,000 active; inhibition, % at 7.9 µM; in the data active = inhibition above about 37%;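 also: 0% = vehicle and 100% = reference compound; higher means more ethidium bromide displaced from hairpin DNA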
# SUMO HTRF inh = blocks human SUMOylation mediated by UBC9; HTRF SUMOylation assay, SAE1/SAE2 + UBC9, in vitro; inhibition, % at 35 µM; 0.36% of 290,000 active; AID 2006; in the data active = inhibition above about 50%, passing the limit was not always enough; also: strong numbers were not always called active
# VIM-2 inh = inhibitors of Pseudomonas aeruginosa VIM-2 metallo-beta-lactamase; purified VIM-2, nitrocefin hydrolysis, epi-absorbance fluorescence; inhibition, % at 5.6 µM; 0.89% of 290,000 active;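 active = inhibition above the mean of all tested compounds plus 3 SD, cutoff set per screening run, cut at about 7.5% in these data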;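 also: red hydrolysis product quenches plate fluorescence so inhibitors raise well fluorescence; 0% = enzyme with DMSO and 100% = DMSO without enzyme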
# p-CIP stab down = compounds decreasing mouse p/CIP protein stability. F442A p/CIP-EGFP cells, EGFP fluorescence, 16 h. decrease of EGFP signal, % at 10 µM. 0.01% of 290,000 active;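 active = EGFP signal decrease of at least 30% at 10 µM or well 3 SD below plate mean, unless failing retest; inactive = the rest, including hits failing retest or dose response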; also: some compounds called inactive have numbers as strong as hits; many of its hits are not listed in these tables
# IDE act = IDE (human) activation, cell-based. 0.073% of 340,000 active. HEK cells, FAbeta-B cleavage, fluorescence polarization; 0% vehicle, 100% cell-free pure enzyme wells. activation, % at 5.96 µM;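 active = activation above the mean of all tested compounds plus 3 SD, set per screening campaign, cut at about 17% in these data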
# IDE inh = inhibits human insulin-degrading enzyme in HEK cells; P14735; FAbetaB cleavage, fluorescence polarization; inhibition, % at 5.59 µM; 0.41% of 320,000 active; AID 434962;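 active = percent inhibition above the average of all tested compounds plus 3 SD, set per screening campaign, cut at about 16% in these data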;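 also: IDE supplied by intact live HEK cells; FP after avidin binding of uncleaved biotin substrate so inhibition keeps polarization high; 0% = DMSO wells and 100% = 60 µM reference IDE inhibitor Ii1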
# Active calls of the source: *; . = not tested or not shown.
SMILES,HCV NS3 hel inh,PfM18AAP inh,IMP-1 inh,FID counter,SUMO HTRF inh,VIM-2 inh,p-CIP stab down,IDE act,IDE inh
O=C(c1ccncc1)N1CCCC(N2CCN(c3ccc(F)cc3)CC2)C1 (configuration not stated),-3,-1,-1.7,-17,14,-2.3,-30,-1,0
COc1ccc(N2C(=O)CC(Sc3nnnn3-c3ccc(F)cc3)C2=O)cc1 (configuration not stated),5,-79,-1.2,-10,3,-0.8,6,-22,-6
O=c1cc(CO)oc(C(Nc2ccccn2)c2ccc(C(F)(F)F)cc2)c1O (configuration not stated),20,-3,-3.7,-35,17,-3.6,-2,0,-7
O=C(COc1cccc2c1CCN(Cc1ccccc1F)C2=O)N1CCOCC1,3,1,-3.6,-21,-4,-0.7,-2,.,4
COc1cccc(C(=O)Nc2ccc(-c3nnc(-c4ccco4)o3)cc2)c1,-8,-10,-2.7,-1,13,-1.6,-1,-9,22*
OC1CCCN(c2ncnc3c2nnn3Cc2c(F)cccc2Cl)C1 (configuration not stated),-11,-8,0.8,-18,14,-1.3,-20,-2,4
CCn1cc(Br)c(C(=O)Nc2ccc(OC)cc2)n1,1,0,-5.4,-3,12,-1.3,-4,-1,0
CCC(=O)Nc1ccc(-c2ccc(NC(=O)CC)c(OC)c2)cc1OC,4,-2,-0.9,-30,3,-1.1,-9,9,3
CCC(=O)NC(c1ccccc1OC)c1ccc2cccnc2c1O (configuration not stated),11,9,-2.7,-17,-68,-2.0,4,-4,1
CC1(C)COCN1S(=O)(=O)c1ccc(C(=O)Nc2nnc(-c3ccc(Cl)s3)o2)cc1,4,-1,-2.7,-6,-26,-2.0,-2,.,4
O=S(=O)(NC1CCCCC1NCc1ccco1)c1ccccc1 (configuration not stated),8,4,-3.3,-2,16,-2.7,-6,10,-3
CCc1nnc(NS(=O)(=O)c2ccc(N/C=C\C(=O)c3cccc4ccccc34)cc2)s1,55*,7,-2.2,-23,34,2.1,-14,-2,2
Cc1oc(-c2ccccc2)nc1C(=O)O,5,-6,-3.4,3,-5,-2.5,1,8,2
COc1cc(/C=C/C(=O)OCC(=O)N2CCN(S(=O)(=O)c3ccc(C)cc3C)CC2)ccc1O,-15,8,-3.0,-41,14,0.8,-8,5,0
O=c1c2ccccc2nc(-c2ccccc2)n1Cc1ccccc1,-5,-2,-3.0,-22,-1,-0.9,-3,1,6
COC(=O)c1cccc(NC(N)=S)c1,-1,-11,-2.1,2,14,-0.6,-3,5,1
CCCc1nnc(NC(=O)CCS(=O)(=O)Cc2ccccc2)s1,0,1,-2.5,-9,3,-3.0,-3,3,2
O=C(CN1C(=O)c2ccc([N+](=O)[O-])cc2C1=O)Nc1nccs1,-6,3,-4.4,0,5,-7.0,-12,8,6
COc1ccc(S(=O)(=O)CCC(=O)N2CCN(c3ccc(F)cc3)CC2)cc1,9,-12,-0.3,-18,0,-0.3,5,0,4
CCc1ccc(C2NC(=S)NC3=C2C(=O)N(c2ccccc2OC)C(c2ccc(CC)cc2)N3)cc1 (configuration not stated),-17,-2,-7.5,12,-14,-1.5,-13,6,-4

# Arranged by the number under SUMO HTRF inh (largest number first): some entries from above.
SMILES,SUMO HTRF inh
COc1cc(/C=C/C(=O)OCC(=O)N2CCN(S(=O)(=O)c3ccc(C)cc3C)CC2)ccc1O,14
CCCc1nnc(NC(=O)CCS(=O)(=O)Cc2ccccc2)s1,3
Cc1oc(-c2ccccc2)nc1C(=O)O,-5

# More compounds:
SMILES,HCV NS3 hel inh,PfM18AAP inh,IMP-1 inh,FID counter,SUMO HTRF inh,VIM-2 inh,p-CIP stab down,IDE act,IDE inh
O=C(NCCN1CCOCC1)c1cc(-c2cccc(Cl)c2)on1,-6,1,-1.0,-4,12,-0.4,2,-3,-3
O=C(NCCCn1ccnc1)c1cc(Cl)cc(Cl)c1,-6,-1,-3.6,-6,6,-0.6,-15,1,2
CC1(C)CN(c2ccccc2)N(C(=O)c2ccc(F)cc2)C1=O,-3,-6,0.0,-6,-5,-0.3,-13,1,-2
NNC(=S)NCc1ccccc1,2,4,-4.8,-10,2,-2.6,1,2,-3
COc1ccccc1CNC(=O)[C@H](NC(=O)C1CCN(C(=O)[C@@H](N)CCSC)CC1)C(C)C,-15,-4,-4.7,-6,-1,-3.9,-6,-2,-2
CC(Oc1ccccc1)C(=O)Nc1nnc(S(=O)(=O)Nc2ccccc2)s1 (configuration not stated),-7,2,-2.5,-32,0,-1.3,-9,-1,2
Cc1ccc(C(=O)CN2/C(=C(\O)c3ccccc3)C(=O)c3ccccc3S2(=O)=O)c(C)c1,27,-14,-0.5,-23,-3,1.6,-12,6,-3
Cn1c(=O)c2c(nc(SCCCC#N)n2Cc2c(F)cccc2Cl)n(C)c1=O,-8,-3,-1.0,-21,-17,-3.5,-6,-8,4
CSc1ccccc1NC(=O)CN1CCN(Cc2ccccc2)CC1,-5,-2,-1.6,-4,0,-1.3,-4,5,4
COc1ccc(N)cc1NC(=O)CN1CCCC1,15,-1,-6.7,1,-7,-2.5,3,3,12
OCCN(Cc1ccccc1)Cc1ccc(C(F)(F)F)cc1,-3,27,-3.7,-2,-12,-4.8,-1,1,-1
Cc1ccnc(NC(=O)C23CC4CC(CC(C4)C2)C3)c1,-9,-2,-1.6,-8,26,-1.5,0,4,-1
CN(CC1CCCCO1)C(=O)c1cc(COc2ccc(F)cc2Cl)on1 (configuration not stated),-11,2,-4.6,-25,1,-3.5,0,-1,3
Cn1nnnc1SCC(=O)Nc1ccc(Oc2ccc(Cl)cc2)cc1,0,-2,-3.8,-9,12,-1.1,-13,0,13
Cc1ccc(CC(=O)NC2CCCc3ccccc32)cc1C (configuration not stated),8,-1,-0.4,-30,6,-0.3,-21,2,-4
CCOC(=O)c1ccccc1NC(=O)CSc1nc2c(c(=O)n(C)c(=O)n2C)n1C,-2,-4,-1.1,-3,-8,-1.1,-5,.,.
COc1ccc(N2C(=O)NC(NC(=O)c3ccncc3)(C(F)(F)F)C2=O)cc1 (configuration not stated),0,-3,-1.3,-4,-12,-0.9,1,-6,-1
COc1cccc(C(c2nnnn2CC2CCCO2)N2CCN(C(=O)c3ccco3)CC2)c1OC (configuration not stated),-7,-1,-0.5,-24,-5,0.2,-2,3,8
O=[N+]([O-])c1ccccc1N/N=C1\CC2CC=CC12 (configuration not stated),6,-3,-3.1,1,8,-1.9,-12,4,0
COc1ccc(C(=O)Nc2cc(OC)ccc2OC)cc1,1,2,-4.3,-4,13,-1.7,2,-1,0
CCOC(=O)c1cnc2ccccc2c1Nc1ccc2c(c1)OCCO2,-6,3,-4.7,-3,-8,6.6,-8,5,3
CCOc1cc(/C=N/NC(=O)c2cc3c(ccc4ccccc43)o2)ccc1O,23,1,-2.0,-31,20,-1.0,3,-4,.
CS(=O)(=O)N(CC(=O)NCCSc1ccccn1)c1cccc2ccccc12,-1,-2,-4.0,-16,-7,-4.1,-2,0,-1
C[C@@H](C(=O)CC(=O)OC(C)(C)C)[C@@H](O)c1ccccc1,11,-1,-0.7,-15,8,0.5,-7,3,-1
Cc1ccc(C(=O)Nc2ccc(OCc3ccccc3)cc2)cc1[N+](=O)[O-],11,9,-0.5,9,12,-2.0,-2,1,2
CCOC(=O)CSc1nnc(-c2ccccc2)c(=O)[nH]1,-4,7,-1.9,1,9,-2.5,-4,3,-2
CCOC(=O)c1cnc2c(-c3ccccc3)cnn2c1N,2,-16,-0.1,4,12,5.3,-2,-3,0
CCCn1c(-c2ccc(OC)cc2)nc2ccccc21,-3,-2,-4.1,-11,19,-4.8,-37,5,5
COc1ccc(N2CCN(CC(O)COc3cc(C)ccc3C)CC2)cc1 (configuration not stated),-20,5,-2.1,6,-2,-2.4,-6,2,2
CCCN1C2=NCCN2c2ccccc21,3,4,-2.9,2,-9,-4.2,0,4,2
Cc1cccc(NC(=O)CSc2nnc(-c3ccc(S(=O)(=O)N4CCCC4)cc3)o2)c1,1,5,-2.9,-10,7,-1.3,2,-4,1
COc1cccc2c1OCC([C@@H]1C[C@H]3CN(Cc4cccc(Cl)c4)C(=O)[C@]34CCCN14)=C2,-7,5,-2.5,-33,-4,-4.9,-14,3,3
CC(NC(=O)c1ccccc1)C(=O)N/N=C/c1ccco1 (configuration not stated),1,5,-2.3,-4,2,-2.8,-15,-3,4
COc1ccc(CCn2ccc(O)c(Cc3c(F)cccc3Cl)c2=O)cc1OC,-1,-2,-1.8,-16,0,-1.9,11,2,2
O=c1[nH]cnc2nc3n(c12)CCCCC3,2,2,-2.6,-3,15,-0.2,-9,3,0
CC(=O)c1c(C)[nH]c(C(=O)COc2ccc(C#N)cc2)c1C,-5,4,-3.1,-6,23,-1.9,-21,-2,-1
O=C(Nc1ccccc1)c1cccc(C(F)(F)F)c1,-1,4,-3.0,4,-4,-3.7,-6,-6,2
O=C(c1ccc(Cl)c(S(=O)(=O)N2CCCCC2)c1)N1CCCC1,-2,-8,-3.6,-29,15,-1.7,-2,3,11
Cc1ccc(N(Cc2cc3ccccc3[nH]c2=O)C(=O)c2cccs2)cc1C,-1,-9,-3.4,-2,16,-2.1,-20,3,9
O=C(NCCN1CCOCC1)c1ccc2c(c1)N(Cc1ccccc1)C(=O)CS2,3,-17,-3.8,-4,-9,0.8,-11,6,0
Cc1ccc(-c2nc3ccccn3c2Nc2ccccc2)o1,-3,-47,-2.8,-3,29,-1.9,1,-5,1
COC/C=C/C1=CC2=CC(=O)C(C)(OC(=O)C3CCCC3)C(=O)C2=CO1 (configuration not stated),.,.,.,.,15,.,-8,0,2
COc1ccc(OCCCC(=O)Nc2ncn[nH]2)cc1,7,9,-3.5,-3,8,-3.4,2,2,-1
CCn1c(SCC(=O)NCc2ccccc2)nnc1-c1c[nH]c2ccccc12,-2,-21,-7.0,-22,20,-4.9,-9,2,9
CCN(CC)S(=O)(=O)c1cc(-c2nnc(-c3ccc(Br)cc3)o2)ccc1Cl,-6,6,-2.9,11,-16,1.0,-8,3,4
CC1CCCN1CC#CC(O)(c1ccccc1)c1ccccc1 (configuration not stated),4,-5,-1.6,3,19,-1.4,-10,.,0
C/C(=N\NC(=O)C1CCCC1)c1ccc(Cl)cc1,3,-1,-3.8,-10,-13,-3.4,-6,2,.
CCc1ccc(Nc2nnc(SCC(=O)NC(=O)c3cccn3C)s2)cc1,-7,3,-2.5,-12,23,-4.8,0,2,1
CCSc1oc(-c2cccs2)nc1S(=O)(=O)c1ccccc1,-4,5,-3.1,-10,-18,-2.0,-1,-3,5
O=c1c2ccccc2nc(SCc2nnc(-c3ccccc3Br)o2)n1Cc1ccco1,-9,-21,-0.9,-20,4,-1.8,6,-2,5
CCOC(=O)c1cccc(P(=O)(C(C)(C)C)C(C)(C)C)c1,11,-9,-3.5,-23,-6,-0.1,1,3,0
CCN=c1scc(-c2ccco2)n1/N=C/c1ccc(OC)c(O)c1,6,17,-4.3,-8,0,-4.2,-1,0,6
O=C(Nc1ccc2nccnc2c1)c1ccco1,-1,-18,-1.3,0,28,-0.5,-4,-4,6
